Screening data: PubChem, The Scripps Research Institute Molecular Screening Center
CHRM5 agonist: agonists of human muscarinic M5 receptor (CHRM5). P08912. CHO-K1 hM5 cells, Fluo-8 calcium fluorescence; 0% DMSO wells, 100% maximal acetylcholine response. activation, % at 3 µM. hit rate 0.19% among 360,000. AID 624037;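 active means activation above the run's mean over test compounds plus 3 SD, cut at about 23% in these data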;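 further: signal is peak over basal fluorescence ratio across the kinetic read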
CHRM5 PAM: potentiates acetylcholine response at human M5 receptor; P08912; CHO-K1 hM5, Fluo-8 calcium, ACh EC20 PAM; 0% = ACh EC20, 100% = ACh EC100; AID 624038; activation, % at 3 µM; hit rate 0.3% among 360,000;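 active means activation above the run cutoff, the mean activation of all test compounds plus 3 SD, cut at about 18% in these data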
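Assay system – human M5 receptor in CHO-K1 cells · Read-out – % activation, ACh-normalized · Technique – Fluo-8 calcium fluorescence · Dosing – single-point, 3 µM nominal · Incubation – Fluo-8 loading 80 min at 37 °C plus 30 min room temperature · Repeats – singlicate, one well per test compound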
M5 antag: CHRM5 antagonism in calcium assay | P08912 | inhibition, % at 3 µM | hit rate 0.59% among 360,000 | CHO-hM5 cells, Fluo-8 calcium fluorescence, ACh EC80;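 active means inhibition above a per-plate cutoff, the mean of that plate's test compounds plus 3 SD, cut at about 27% in these data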;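 further: 0% = acetylcholine EC80 with DMSO and 100% = DMSO without agonist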
CHRM4 agonist: agonists of human muscarinic M4 receptor (CHRM4). CHO-K1 hM4/Gqi5, Fluo-8 calcium fluorescence; vehicle 0%, full acetylcholine response 100%. hit rate 0.14% among 360,000. activation, % at 3 µM;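 active means activation above the run mean over all test wells plus 3 SD, cut at about 32% in these data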;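 further: peak over basal fluorescence ratio per well then scaled between controls; 0% = DMSO wells and 100% = acetylcholine at EC100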
CHRM1 agonist: human M1 muscarinic receptor agonism; hit rate 0.33% among 360,000; activation, % at 3 µM; CHO-K1 hM1, Fluo-8 calcium fluorescence, agonist mode; 0% DMSO, 100% acetylcholine EC100; AID 588814; P11229;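 active means activation above the run's mean compound activation plus 3 SD, cut at about 16% in these data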;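 further: peak over basal fluorescence ratio within a 140 s kinetic read after compound addition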
Target sequence (P11229 whole entry, looked up): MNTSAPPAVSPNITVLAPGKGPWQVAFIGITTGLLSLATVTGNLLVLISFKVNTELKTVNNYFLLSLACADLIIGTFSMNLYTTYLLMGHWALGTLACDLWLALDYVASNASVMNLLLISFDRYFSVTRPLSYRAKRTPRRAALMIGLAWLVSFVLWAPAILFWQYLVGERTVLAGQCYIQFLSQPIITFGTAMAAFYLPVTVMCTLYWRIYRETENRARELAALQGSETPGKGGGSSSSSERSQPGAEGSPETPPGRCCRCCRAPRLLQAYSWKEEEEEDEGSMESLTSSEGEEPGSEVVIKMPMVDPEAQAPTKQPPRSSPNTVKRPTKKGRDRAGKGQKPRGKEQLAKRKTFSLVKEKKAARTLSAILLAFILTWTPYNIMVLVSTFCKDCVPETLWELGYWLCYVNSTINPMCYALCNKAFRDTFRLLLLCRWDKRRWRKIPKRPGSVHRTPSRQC
TAAR1 agonist: agonists of human TAAR1; CHO RD-HGA16 TAAR1, Fluo-8 calcium fluorescence; vehicle wells 0%, saturating PEA agonist 100%; hit rate 0.99% among 360,000; activation, % at 3 µM;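 active means activation above the mean activation of all test compounds in the run plus 3 SD, cut at about 38% in these data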
Target sequence (Q96RJ0 whole entry, looked up): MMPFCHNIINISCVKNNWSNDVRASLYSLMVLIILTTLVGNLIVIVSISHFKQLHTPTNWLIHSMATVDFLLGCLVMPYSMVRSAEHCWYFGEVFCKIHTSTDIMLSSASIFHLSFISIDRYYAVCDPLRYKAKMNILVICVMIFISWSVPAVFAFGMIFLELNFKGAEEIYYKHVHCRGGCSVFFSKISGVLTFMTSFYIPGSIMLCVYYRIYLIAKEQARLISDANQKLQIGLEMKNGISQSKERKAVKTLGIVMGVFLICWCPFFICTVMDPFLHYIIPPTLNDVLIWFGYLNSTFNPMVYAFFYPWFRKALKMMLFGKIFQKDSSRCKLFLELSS
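Repeats: no replicates (n 1) | Material: CHO-derived RD-HGA16 cells with stable Gα16 and human TAAR1 | Technique: Kinetic Fluo-8 calcium fluorescence | Schedule: 17-24 h seeding, 75 min 37 °C dye, 30 min RT | Evaluation: % activation from peak over basal fluorescence ratio, DMSO-to-PEA scaled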
CHRM1 PAM: positive allosteric modulators of human M1 muscarinic receptor; P11229; CHO-K1 hM1, Fluo-8 calcium fluorescence, ACh EC20; 0% = ACh EC20, 100% = maximal ACh; activation, % at 3 µM; hit rate 0.088% among 360,000; AID 588819; in the data active means activation above about 19%, passing the limit was not always enough
CHRM4 antagonist: antagonists of human muscarinic M4 receptor (CHRM4); inhibition, % at 3 µM; P08173; AID 624125; CHO-hM4 cells, ACh EC80, Fluo-8 calcium fluorescence; hit rate 0.73% among 360,000;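 active means inhibition above its plate's cutoff, the mean inhibition of sample wells plus 3 SD, cut at about 27% in these data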;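 further: 0% = acetylcholine EC80 with DMSO and 100% = DMSO without agonist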
CHRM1 antagonist: antagonists of human M1 muscarinic receptor; P11229; CHO-K1 hM1, Fluo-8 calcium fluorescence, ACh EC80 antagonist; inhibition, % at 3 µM; hit rate 1.3% among 360,000; AID 588852;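 active means percent inhibition above its own plate's cutoff, namely the mean of that plate's compound wells plus 3 SD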;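 further: peak over basal fluorescence ratio during 140 s after agonist addition; 0% = ACh EC80 plus DMSO and 100% = DMSO alone without agonist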
Active calls of the source: *; · = not tested or not shown. Only part of the results is shown; the hit share may differ from the screen's.

SMILES	CHRM5 agonist	CHRM5 PAM	M5 antag	CHRM4 agonist	CHRM1 agonist	TAAR1 agonist	CHRM1 PAM	CHRM4 antagonist	CHRM1 antagonist
CCC/C=C1/CCCOC(C(=O)NCc2ccc(S(C)(=O)=O)cc2)(C(F)(F)F)C1 (stereo unspecified)	-2	-1	11	1	-2	0	1	-2	-5
CC(C)NC(=O)Nc1cccs1	1	2	-3	0	-1	4	7	13	-4
O=C(Nc1ccc(F)cc1)C(=O)c1c(O)[nH]c2ccc([N+](=O)[O-])cc12	-1	4	-7	0	0	·	15	7	-8
Cc1ccc(C(=O)C(OC(=O)c2cnccn2)c2ccccc2)cc1C (stereo unspecified)	1	-5	8	3	-5	10	1	3	5
CC(Sc1nccn1C)C(=O)c1c(N)n(C)c(=O)n(C)c1=O (stereo unspecified)	2	2	4	-1	-3	1	9	-18	-9
O=C(Nc1c[nH]c(=O)[nH]c1=O)c1cc([N+](=O)[O-])cc([N+](=O)[O-])c1	-2	2	1	2	-1	3	9	-1	-13
COc1ccc(N=C(N)SCc2ccccn2)cc1	-1	-7	0	5	-7	7	2	1	-5
CCN(CC(=O)Nc1ccccc1OC)C(=O)CSCC(=O)Nc1cccc(C)c1	0	-3	3	4	-3	2	6	0	-7
Cc1c(C(=O)O)sc2nc3n(c(=O)c12)CCC(C)CC3 (stereo unspecified)	1	-2	2	1	-4	2	-1	-4	0
Cc1noc(C)c1COc1ccc(C(=O)NCc2ccccn2)cc1	-5	-3	-10	1	-4	3	2	-8	1
NC(N)=NNC(=O)c1ccccc1Cl	0	-2	-2	0	-6	2	12	-5	-10
CCCNC(=O)CN(c1ccc(F)cc1)S(=O)(=O)c1ccc2c(c1)OCCO2	2	-1	0	3	-7	1	2	9	-4
Brc1cc2c(cc1C1OCCCO1)OCO2	2	1	13	1	-2	2	8	-2	-10
Cc1cc(C)c(S(=O)(=O)N2CCN(C(=O)c3c(C)noc3C)CC2)c(C)c1	0	0	8	1	-5	4	-6	6	18
C/C(=N\NC(=O)CSc1nc2ccccc2[nH]1)c1ccncc1	0	-2	0	1	-6	4	-1	8	-2
CCCC(=O)Nc1ccccc1-c1nnn(CC(=O)Nc2ccc(OCC)cc2)n1	-8	4	2	1	-2	1	4	-4	-1
O=C(c1ccc(N2C(=O)C3CC=C(Cl)CC3C2=O)cc1)N1CCCCC1 (stereo unspecified)	5	-2	-4	1	2	11	12	-8	-17
Cn1nccc1C(=O)N1CCc2c([nH]c3ccccc23)C1c1ccc(F)cc1 (stereo unspecified)	-1	-12	3	10	-3	15	2	3	2
COC(=O)C[C@@H]1C[C@H]2c3cc(NS(=O)(=O)c4ccccc4)ccc3O[C@H]2[C@@H](CO)O1	1	5	-1	1	-2	2	3	5	-11
CC(=O)NC1(c2ccccc2)CCN(c2cc(C)nc(-c3ccccc3)n2)CC1	-4	8	5	2	-8	3	-3	-6	9
O=C(N/N=C/c1ccncc1)c1ccccc1[N+](=O)[O-]	-6	-6	-3	0	-4	5	9	-12	-12
CCCNC(=O)c1ccccc1NC(=O)CN(c1ccccc1OCC)S(C)(=O)=O	1	3	-9	1	-4	7	8	-9	-3
O=C(Nc1cccc(Cl)c1N1CCOCC1)c1cccnc1	-1	-9	19	1	-2	1	4	1	-2
COc1ccc2oc(C(=O)Nc3cccc(S(=O)(=O)N4CCOCC4)c3)c(C)c2c1	1	-3	-3	6	-3	0	-1	25	3
COc1ccc(CNc2ccc([N+](=O)[O-])cn2)cc1	-7	-6	-2	0	-5	-2	1	-9	-9
CCCCC1=CC2=CC(=O)C(C)(OC(=O)CCc3ccccc3)C(=O)C2=CO1 (stereo unspecified)	6	12	-7	9	1	1	2	-4	-3
Cc1noc(NS(=O)(=O)c2ccc(NC(=O)CSc3nnc4c(n3)[nH]c3ccccc34)cc2)c1C	2	3	4	1	-3	3	-1	3	3
Cc1ccc(-c2nnc(N)s2)cc1	-1	-1	-10	0	-1	1	8	5	-2
O=C(O)C1=C[C@@H](c2ccccc2)C[C@@H](OCc2ccc(CO)cc2)O1	4	5	0	0	-2	11	6	1	-12
C/C=C/c1cnc2c(c1)C(=O)N([C@H](C)CO)C[C@H](C)[C@@H](CN(C)C(=O)CN1CCOCC1)O2	1	-1	8	0	-9	4	3	5	-18
CCC1Sc2ccc(S(=O)(=O)CCC(=O)Nc3ccc(OC(F)(F)F)cc3)cc2NC1=O (stereo unspecified)	5	-6	2	7	3	4	-2	5	8
Cc1ccccc1-c1nn(-c2ccc(F)cc2F)cc1CNCCCN(C)C	-10	14	-2	0	-7	1	7	-1	-1
COc1ccc(CCNC2=NCCS2)cc1	-10	0	-4	0	-6	59*	-2	0	-6
Cc1ccc(/C=C2\SC(=S)N(CC3CCCO3)C2=O)o1 (stereo unspecified)	6	0	4	1	-2	1	2	7	-5
O=C(NCCc1ccccc1)c1ccc(S(=O)(=O)N2CCCCC2)cc1	1	3	1	4	-2	13	5	-3	-12
CC(C)CCNC(=O)c1ccc2nc[nH]c2c1	4	-4	4	2	1	13	17	-4	-4
CC1CCCCC1NC(=O)c1ccc(-n2cncn2)cc1 (stereo unspecified)	2	-3	3	1	-1	-3	0	-3	-2
COc1c(OC(C)=O)ccc(/C=C/c2ccc3cccc(OCc4ccccc4)c3n2)c1[N+](=O)[O-]	3	-8	-4	7	-6	9	-5	13	17
CC1(C)CC(=O)C2=C(C1)N(CCN1CCOCC1)C1=C(C(=O)CC(C)(C)C1)C2c1cccc(Cl)c1	-3	7	-4	-1	-4	9	10	13	-24
CC(OC(=O)/C=C/c1cccs1)C(=O)Nc1ccc(S(N)(=O)=O)cc1 (stereo unspecified)	5	0	1	2	0	11	3	2	-2
OCC(CO)(CO)NC(=S)Nc1cc(Cl)cc(Cl)c1	0	-3	1	1	-3	1	0	1	5
COc1ccc(NC(=O)CCN2C(=O)c3ccccc3C2=O)c(OC)c1	1	4	-5	2	-1	6	10	2	-14
Cc1ccc(N2C(=O)C3C4CC(=O)C(c5ccccc54)C3C2=O)cc1 (stereo unspecified)	0	-7	7	0	-3	0	4	7	-8
CN1CCc2c(sc(NC(=O)Cc3ccc(F)cc3)c2C(N)=O)C1	-3	7	-9	1	-6	2	-7	-10	12
COc1ccc(CN2CCN(CC3CC3)CC2CCO)c(C)c1C (stereo unspecified)	0	18	-9	1	-8	3	5	-3	-14

In the list so far, these have an aryl thioether with sulfur outside any ring.
SMILES	CHRM5 agonist	CHRM5 PAM	M5 antag	CHRM4 agonist	CHRM1 agonist	TAAR1 agonist	CHRM1 PAM	CHRM4 antagonist	CHRM1 antagonist
CC(Sc1nccn1C)C(=O)c1c(N)n(C)c(=O)n(C)c1=O (stereo unspecified)	2	2	4	-1	-3	1	9	-18	-9
C/C(=N\NC(=O)CSc1nc2ccccc2[nH]1)c1ccncc1	0	-2	0	1	-6	4	-1	8	-2
Cc1noc(NS(=O)(=O)c2ccc(NC(=O)CSc3nnc4c(n3)[nH]c3ccccc34)cc2)c1C	2	3	4	1	-3	3	-1	3	3

Further records:
SMILES	CHRM5 agonist	CHRM5 PAM	M5 antag	CHRM4 agonist	CHRM1 agonist	TAAR1 agonist	CHRM1 PAM	CHRM4 antagonist	CHRM1 antagonist
COc1ccccc1CNCCS(=O)(=O)NCc1ccccc1OC	2	-1	0	3	-5	1	6	-10	-17
O=C(Nc1ccccc1)Nc1ccc2nnsc2c1	6	-35	44*	27	5	30	-21	30*	59*
CCCCC[C@@H]1C=C(C(=O)O)[C@H](c2ccc(Br)cc2)N1S(=O)(=O)c1ccc(C)cc1	1	-3	8	2	-7	-1	11	-7	-13
N#Cc1cccc(NC(=O)CCN2C(=O)C3CCCCC3C2=O)c1 (stereo unspecified)	3	7	6	2	-1	1	4	-9	-10
O=C(NN=C(Cc1ccccc1)Cc1ccccc1)c1ccncc1	-2	-18	22	17	-2	1	-12	1	26
Cn1ncc(Cl)c1C(=O)N1CCc2ccccc21	-2	10	-2	0	-7	1	8	8	-3
COc1cccc(NC(=O)CCCCCN2C(=O)[C@@H]3Cc4ccccc4CN3C2=O)c1	-1	-4	6	7	-1	3	0	-4	-5
Cc1[nH]c(=O)[nH]c(=O)c1NC(=O)CSc1ncccc1-c1nc2ccccc2[nH]1	-1	1	4	2	-7	·	8	-4	-5
Cc1cc(OCCOCCN2CCCC2)ccc1C(C)C	-4	0	1	2	-5	14	7	-13	1
CC(Oc1ccccc1)C(=O)N=C1SC2CS(=O)(=O)CC2N1c1ccccc1 (stereo unspecified)	-1	-1	-17	3	-1	1	7	-6	-7
Cc1nnc2ccc(-c3cccc(NS(=O)(=O)c4cc(F)ccc4F)c3)nn12	2	3	4	0	-6	1	10	-4	-11
O=C(c1ncc[nH]1)c1ccccc1C(=O)N1CCOCC1	2	1	-2	2	-4	4	9	-8	-10

Structures from the list above containing an aryl methoxy group, in the order listed:
SMILES	CHRM5 agonist	CHRM5 PAM	M5 antag	CHRM4 agonist	CHRM1 agonist	TAAR1 agonist	CHRM1 PAM	CHRM4 antagonist	CHRM1 antagonist
COc1ccc(N=C(N)SCc2ccccn2)cc1	-1	-7	0	5	-7	7	2	1	-5
CCN(CC(=O)Nc1ccccc1OC)C(=O)CSCC(=O)Nc1cccc(C)c1	0	-3	3	4	-3	2	6	0	-7
COc1ccc2oc(C(=O)Nc3cccc(S(=O)(=O)N4CCOCC4)c3)c(C)c2c1	1	-3	-3	6	-3	0	-1	25	3
COc1ccc(CNc2ccc([N+](=O)[O-])cn2)cc1	-7	-6	-2	0	-5	-2	1	-9	-9
COc1ccc(CCNC2=NCCS2)cc1	-10	0	-4	0	-6	59*	-2	0	-6
COc1c(OC(C)=O)ccc(/C=C/c2ccc3cccc(OCc4ccccc4)c3n2)c1[N+](=O)[O-]	3	-8	-4	7	-6	9	-5	13	17
COc1ccc(NC(=O)CCN2C(=O)c3ccccc3C2=O)c(OC)c1	1	4	-5	2	-1	6	10	2	-14
COc1ccc(CN2CCN(CC3CC3)CC2CCO)c(C)c1C (stereo unspecified)	0	18	-9	1	-8	3	5	-3	-14
COc1ccccc1CNCCS(=O)(=O)NCc1ccccc1OC	2	-1	0	3	-5	1	6	-10	-17
COc1cccc(NC(=O)CCCCCN2C(=O)[C@@H]3Cc4ccccc4CN3C2=O)c1	-1	-4	6	7	-1	3	0	-4	-5
